Source: PubChem
PTHR1 ag: activates the human parathyroid hormone receptor PTHR1; Potency, µM (highest dose often 115 µM), for inactives: at the highest dose activation, hits mostly activators; HEK293 GP2 PTHR1 cells, GloSensor cAMP luminescence, 1 h; 410,000 compounds, 0.075% hits; Q03431; further: potency means the concentration at half of the fitted maximal effect; nearly all actives have a fitted effect of over 55% in size; some results filed as inactive show a strong effect at the top dose; inactives centre near -15; many of its hits are not listed in these tables
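HEK-293-derived GP2 cells expressing PTHR1 and a GloSensor cAMP reporter, 3,000/well, plated overnight, given luciferin plus IBMX (each 0.5 mM as added) for 1 h at 37 °C, then compound for 1 h at 37 °C. Luminescence was read after 15 min at room temperature.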
TDP-43 yeast inh: rescues yeast growth from TDP-43 toxicity; TDP-43 expressing yeast growth rescue, BacTiter-Glo, 24 h; Potency, µM (top dose mostly 46.1 µM), for inactives: top-dose growth rescue (activation), hits mostly activators; 410,000 compounds, 1.8% hits; AID 652104; further: potency means the concentration at half of the fitted maximal effect; % of control where 0% means no effect; nearly all actives have a fitted effect of over 50% in size
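Cell-based yeast growth screen: TDP-43 expression induced in galactose, inoculum OD600=0.02 after raffinose pregrowth to mid-log. Read-out BacTiter-Glo luminescence at 24 hr, 30 deg C; inhibition of toxicity seen as signal increase.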
GLP-1R inv ag: GLP-1 receptor (human) inverse agonism; P43220; HEK293 GLP-1R CRE-luciferase, luminescence, 24 h; GLP-1R form is constitutively active; Potency, µM (doses to about 38.3 µM), without a hit: at the top dose activity change, negative = inhibition, usual class: inhibitors; 410,000 compounds, 1.6% hits; AID 624417; further: potency means the concentration at half of the fitted maximal effect; on the % scale 0 is the no-effect control and ±100 the full control effect; nearly all actives have a fitted effect of over 55% in size
Target sequence (P43220 whole entry, looked up): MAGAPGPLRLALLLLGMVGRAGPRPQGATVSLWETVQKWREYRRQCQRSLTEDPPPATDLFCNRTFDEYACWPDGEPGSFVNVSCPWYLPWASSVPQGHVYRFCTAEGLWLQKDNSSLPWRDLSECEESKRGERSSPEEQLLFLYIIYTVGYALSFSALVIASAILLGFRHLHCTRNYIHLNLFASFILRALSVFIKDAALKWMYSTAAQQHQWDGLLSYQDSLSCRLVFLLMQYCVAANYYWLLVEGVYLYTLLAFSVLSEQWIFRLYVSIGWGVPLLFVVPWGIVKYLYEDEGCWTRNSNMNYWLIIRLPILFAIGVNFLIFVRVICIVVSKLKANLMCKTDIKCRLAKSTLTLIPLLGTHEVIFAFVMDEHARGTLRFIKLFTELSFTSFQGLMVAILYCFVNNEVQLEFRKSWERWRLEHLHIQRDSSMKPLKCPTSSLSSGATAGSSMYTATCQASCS
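Constitutively active GLP-1R drives a cAMP-responsive luciferase in stably transfected HEK293 cells; test compounds are added after overnight (12 h) attachment and left 24 hr, and signal loss in luminescence marks inhibition.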
Abeta yeast res: compounds reversing amyloid beta toxicity in yeast. yeast expressing A-beta42, growth rescue, OD600, 48 h; response scale: 0% DMSO, 100% iron-clioquinol control. Potency, µM (highest dose often 46.1 µM), inactives show at the highest dose growth rescue, actives largely listed as activators. 410,000 compounds, 0.063% hits; further: potency means the concentration at half of the fitted maximal effect; nearly all actives have a fitted effect of over 55% in size
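Yeast growth medium received pinned compounds, then yeast cells expressing toxic A-beta were added; plates incubated at 30 C for 48 hr. Growth read as absorbance at 600 nm, normalized to DMSO and equimolar FeCl3 plus clioquinol controls.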
GLP1R ag: activates the human GLP-1 receptor | P43220 | 380,000 compounds, 0.007% hits | AID 624172 | HEK293 GLP-1R CRE-luciferase, luminescence, 4-6 h; cells express a hypersensitive GLP-1R form | Potency, µM (titrated, usually from 45.6 µM), inactives show top-dose activation, hits mostly activators; further: potency means the concentration at half of the fitted maximal effect; % of control where 0% means no effect
Akt phos inh: blocks phosphorylation of Akt. Neuro2A IGF-stimulated pAkt S473 HTRF, 20 min; active compounds read low. activity change, % for hits at 50 µM. 360,000 compounds, 0.32% hits; in the data active means activity change below about -80%; inconclusive means mostly about -51% to -80%; further: on the % scale 0 is the no-effect control and ±100 the full control effect
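Neuro2A cells (4,500/well, DMEM with 0.5% FBS) were treated with compound at a single 50 µM final concentration, stimulated with 6 nM IGF for 20 min at 37 °C, and lysed. Phospho-Akt Ser473 was read by HTRF as 665/615 ratio ×10^4.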
FUS yeast rescue: rescues growth of FUS-expressing yeast; S. cerevisiae FUS-expressing, growth rescue, OD600, 24 h; Potency, µM (series often up to 76.6 µM), without a hit: at the top dose growth rescue (activation), actives largely listed as activators; 390,000 compounds, 0.24% hits; AID 1347120;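 further: potency means the concentration at half of the fitted maximal effect; plate controls were DMSO vehicle for no effect and reference control for full effect; nearly all actives have a fitted effect of over 55% in size; some results filed as inactive show a strong effect at the top dose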
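FUS-expressing yeast, raffinose-pregrown, induced in 2% galactose minimal medium at OD 0.005; compounds in a dilution series, 24hr at 30C. Growth restoration read as absorbance at 600 nm. CP55940 positive control, DMSO negative.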
DRD3 antagonist: D3 dopamine receptor (human) antagonism; D3R cells, DiscoveRx beta-arrestin luminescence, antagonist mode; active compounds read low; max response, negative = inhibition, %; 360,000 compounds, 2.5% hits; AID 652054; in the data active means max response below about -50%; inconclusive means no clear call, values can overlap the other calls; further: on the % scale 0 is the no-effect control and ±100 the full control effect; mostly tested at two doses, the higher about 12 µM
Target sequence (P35462 whole entry, looked up): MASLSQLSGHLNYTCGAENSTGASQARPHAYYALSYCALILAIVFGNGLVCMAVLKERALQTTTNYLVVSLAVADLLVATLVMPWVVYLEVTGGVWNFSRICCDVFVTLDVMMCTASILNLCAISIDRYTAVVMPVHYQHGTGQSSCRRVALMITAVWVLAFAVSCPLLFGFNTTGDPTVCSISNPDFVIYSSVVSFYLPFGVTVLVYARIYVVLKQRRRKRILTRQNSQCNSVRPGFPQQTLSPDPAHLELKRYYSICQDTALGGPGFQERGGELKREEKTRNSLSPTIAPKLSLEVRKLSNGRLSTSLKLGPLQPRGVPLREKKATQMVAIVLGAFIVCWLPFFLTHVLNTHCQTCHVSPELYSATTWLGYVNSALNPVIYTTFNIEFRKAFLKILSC
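Cells expressing the human receptor were seeded at 1500 cells/well, incubated overnight at 37 degrees C in 5% CO2, then exposed to library compounds with dopamine controls for 90 minutes at 37 degrees C before luminescent detection.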
aSyn rescue: rescues yeast growth from alpha-synuclein toxicity; Yeast expressing alpha-synuclein, growth rescue, BacTiter-Glo, 24 h; AID 652106; Potency, µM (top dose mostly 46.1 µM), inactives show at the top dose growth rescue (activation), usual class: activators; 370,000 compounds, 0.14% hits; further: potency means the concentration at half of the fitted maximal effect; % of control where 0% means no effect; nearly all actives have a fitted effect of over 65% in size
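Galactose-induced alpha-syn yeast (OD600=0.02, raffinose-pregrown) + pinned cpd, 24 hr, 30 deg C; growth by BacTiter-Glo luminescence. Growth restoration scores as activation.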
Numbers without * were called inactive; i = inactive; ? = inconclusive; / = no result given; [ ] = another dose, or the depositor's remark. Unless noted, the call rests on the fitted dose curve; in most records, active means well fitted curve in the direction sought with a large enough effect; inconclusive means small, poorly fitted or top-dose-only effect, or another doubt; inactive means no such curve, though single readings can be large; an effect the other way counts as inactive or inconclusive. The list is partial, so the mix of outcomes need not match the whole.

SMILES	PTHR1 ag	TDP-43 yeast inh	GLP-1R inv ag	Abeta yeast res	GLP1R ag	Akt phos inh	FUS yeast rescue	DRD3 antagonist	aSyn rescue
Cc1nn(C)c(C)c1CNC(=O)c1cnn2c1NC(c1ccccc1)CC2C(F)(F)F (stereo not given)	-26%[57.5 µM]	-4%	3%	7%	1%	i	9%	12	10%
CN(CC(=O)Nc1ccc(F)cc1)S(=O)(=O)c1ccc2c(c1)c(=O)n(C)c(=O)n2C	i	-12%	9%	-2%	-1%	i	3%	10	-6%
Cc1ccc(Cn2cc(CN(C)C3CN(Cc4cn(Cc5ccc(C)cc5)nn4)S(=O)(=O)C3)nn2)cc1 (stereo not given)	-69%[inhibitor]	15%	9%	-8%	12%	i	27%	-11	-3%
O=C(CN1CCCCC1)Nc1cccc([N+](=O)[O-])c1	i	-10%	-18%	2%	0%	i	52%	-62*	-2%
CCC(=O)NC(=S)Nc1ccc(-c2nc3ccc(C)cc3s2)cc1	-5%	23%	30%[activator]	1%	-5%	i	-14%	-3	-1%
CCC(c1nnnn1-c1ccc2c(c1)OCCO2)N1CCN(c2ccc(F)cc2)CC1 (stereo not given)	-93%[inhibitor]	0%	?	15%	12%	i	38%	38	10%
Cc1ccc(C(=O)NCC(=O)NCC(c2cccs2)N2CCOCC2)cc1 (stereo not given)	24%	7%	2%	-13%	4%	i	13%	3	18%
NC(=O)Nn1c(CCC(=O)O)ccc1-c1ccc(F)cc1	i	10%	7%	2%	-3%	i	25%	16	9%
O=C(O)C1CCC(CNS(=O)(=O)c2ccccc2)CC1 (stereo not given)	21%	-30%	4%	-6%	3%	i	42%	-4	-12%
CCCCOc1ccc(S(=O)(=O)N2CCCCC2)cc1	-27%	21%	?	6%	17%	i	-16%	6	1%
N/C(=N\OC(=O)CCC1CCCCC1)c1cccc([N+](=O)[O-])c1	i	3%	33%[activator]	25%	-5%	i	9%	10	-11%
COc1ccc(N2CCN(C(=O)C(=O)c3cn(CC(=O)N4CCCCCC4)c4ccccc34)CC2)cc1	-39%[inhibitor]	-11%	-14%	10%	5%	i	?	-17	1%
COC(=O)c1cc(=O)n(-c2c(Cl)cc(C(F)(F)F)cc2Cl)[nH]1	i	-27%	23%	2%	0%	i	5%	3	-4%
COCCNC(=O)c1onc(CSc2cc(C)ccc2C)c1C(=O)O	-11%	10%	?	6%	-5%	i	-9%	-14	-1%
Cn1c(-c2ccccc2[N+](=O)[O-])[n+](C)c2ccccc21	?	7%	1%	-26%	-6%	i	1%	-15	4%
CSCCC(C(=O)NC(C)(C)C)n1c(-c2cccc(NC(C)=O)c2)nc2ccccc21 (stereo not given)	-24%	22%	22%	-6%	/	i	27%	12	2%
O=c1[nH]c(C2CCCN(S(=O)(=O)c3ccc(F)cc3)C2)nc2c1nnn2Cc1ccccc1 (stereo not given)	i	-21%	1%	-12%	9%	i	4%	-12	-2%
O=C(Nc1ccccc1Cc1ccccc1)c1ccccc1F	-5%	?	?	2.5µM*	17%	i	-14%	-12	-4%
Clc1ccc(SCCCCN2CCOCC2)cc1	22%	-24%	-27%	-8%	2%	i	21%	-19	-3%
CC(C)NC(=O)N(C)C[C@@H]1OCc2cnnn2CCCC(=O)N([C@H](C)CO)C[C@H]1C	-15%	23%	6%	6%	2%	i	-4%	1	1%

Molecules above containing a CF3 group (two):
SMILES	PTHR1 ag	TDP-43 yeast inh	GLP-1R inv ag	Abeta yeast res	GLP1R ag	Akt phos inh	FUS yeast rescue	DRD3 antagonist	aSyn rescue
Cc1nn(C)c(C)c1CNC(=O)c1cnn2c1NC(c1ccccc1)CC2C(F)(F)F (stereo not given)	-26%[57.5 µM]	-4%	3%	7%	1%	i	9%	12	10%
COC(=O)c1cc(=O)n(-c2c(Cl)cc(C(F)(F)F)cc2Cl)[nH]1	i	-27%	23%	2%	0%	i	5%	3	-4%

Exported with two lines to a compound: 2 of the compounds above.
Values in the order: PTHR1 ag | TDP-43 yeast inh | GLP-1R inv ag | Abeta yeast res | GLP1R ag | Akt phos inh | FUS yeast rescue | DRD3 antagonist | aSyn rescue
Cc1ccc(C(=O)NCC(=O)NCC(c2cccs2)N2CCOCC2)cc1 (stereo not given)
  24% | 7% | 2% | -13% | 4% | i | 13% | 3 | 18%
NC(=O)Nn1c(CCC(=O)O)ccc1-c1ccc(F)cc1
  i | 10% | 7% | 2% | -3% | i | 25% | 16 | 9%

(continued)
SMILES	PTHR1 ag	TDP-43 yeast inh	GLP-1R inv ag	Abeta yeast res	GLP1R ag	Akt phos inh	FUS yeast rescue	DRD3 antagonist	aSyn rescue
COc1ccc(-n2ncc3c(NC(C)C)ncnc32)cc1	-20%[57.5 µM]	?	?	19%	-26%	/	-5%	-8	-1%
O=C(CN1C(=O)CSc2ccc(S(=O)(=O)N3CCOCC3)cc21)NCc1ccc(Cl)cc1	i	0%	-13%	4%	4%	i	12%	1	0%
CNC(=O)C1=NCCCc2cc(OC)c(OC)cc21	i	-12%	20%	18%	-7%	i	16%	-9	0%
Cc1c(-c2ccccc2)c(P(=O)(N2CCOCC2)N2CCOCC2)c2ccccn12	i	-15%	5%	-16%	3%	i	18%	-25	-2%
CC(C)[C@H](NC(=O)c1ccccc1)C(=O)NC1=NCCS1	i	8%	3%	-4%	1%	i	/	-15	0%
O=C(c1ccc(-c2ccccc2)cc1)C1CCCN(C(=O)Cn2cncn2)C1 (stereo not given)	-25%	0%[0.397 µM]	-24%	-6%	9%	i	20%	10	-4%

An excerpt from above in order of SMILES length, descending.
SMILES	PTHR1 ag	TDP-43 yeast inh	GLP-1R inv ag	Abeta yeast res	GLP1R ag	Akt phos inh	FUS yeast rescue	DRD3 antagonist	aSyn rescue
O=C(CN1C(=O)CSc2ccc(S(=O)(=O)N3CCOCC3)cc21)NCc1ccc(Cl)cc1	i	0%	-13%	4%	4%	i	12%	1	0%
CSCCC(C(=O)NC(C)(C)C)n1c(-c2cccc(NC(C)=O)c2)nc2ccccc21 (stereo not given)	-24%	22%	22%	-6%	/	i	27%	12	2%
Cc1c(-c2ccccc2)c(P(=O)(N2CCOCC2)N2CCOCC2)c2ccccn12	i	-15%	5%	-16%	3%	i	18%	-25	-2%
Cn1c(-c2ccccc2[N+](=O)[O-])[n+](C)c2ccccc21	?	7%	1%	-26%	-6%	i	1%	-15	4%
CNC(=O)C1=NCCCc2cc(OC)c(OC)cc21	i	-12%	20%	18%	-7%	i	16%	-9	0%
Clc1ccc(SCCCCN2CCOCC2)cc1	22%	-24%	-27%	-8%	2%	i	21%	-19	-3%
